NR3A LBD binder: binders of NR3A ligand-binding domain, primary screen, biophysical, differential scanning fluorimetry, uHTS | 340,000 tested, 2.5% active | AID 1259313, 2017 | NR3A LBD differential scanning fluorimetry, Tm shift; 0% = protein alone, 100% = glycine-bound protein | Glutamate receptor ionotropic, NMDA 3A (GRIN3A) ligand-binding domain | Tm shift relative to glycine control, % at 25 µM;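 active = melting temperature shift of at least 10% of the positive control shift, at one fixed dose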
beta cell repl: inducers of MIN6 beta-cell proliferation, primary screen, ATP luminescence, uHTS | MIN6 cells proliferation, ATPlite luminescence, 48 h; cells starved in 0.2% serum; 100% = growth in 10% serum | proliferation, % at 10 µM | 330,000 tested, 0.29% active | AID 2380, 2010;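 active = compounds whose signal lies at least 3.5 SD above the mean of all wells on their plate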;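 note: 0% = DMSO-treated cells in low-serum medium and 100% = 10% serum control; some compounds called inactive have numbers as strong as hits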
APOBEC3A inh: APOBEC3A ssDNA deaminase inhibitors, primary screen, selectivity assay for APOBEC3G inhibitor project, biochemical, FAM/TAMRA oligo cleavage fluorescence; recombinant A3A, FAM/TAMRA ssDNA deamination fluorescence; inhibition, % at 20 µM; DNA dC->dU-editing enzyme APOBEC-3A (Homo sapiens), P31941; AID 493011, 2011; 330,000 tested, 0.41% active;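 active = at least 40% inhibition at 20 µM here, with at most 30% in a related deaminase screen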;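 note: plate controls were A3A with DMSO for no effect and wells lacking A3A enzyme for full effect; some results filed as inactive read as strong as hits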
Target sequence (P31941 whole entry, looked up): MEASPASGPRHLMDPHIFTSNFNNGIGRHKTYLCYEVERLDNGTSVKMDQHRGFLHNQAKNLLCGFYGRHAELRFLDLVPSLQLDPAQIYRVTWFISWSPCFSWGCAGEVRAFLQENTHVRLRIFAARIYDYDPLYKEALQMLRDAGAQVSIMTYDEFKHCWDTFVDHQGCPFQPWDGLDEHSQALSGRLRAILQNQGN
hIAP activ: human IAP activators, primary screen, biochemical, luminescence, uHTS. Intestinal-type alkaline phosphatase (Homo sapiens), P09923. purified human IAP, CDP-Star luminescence, 30 min; active compounds read high; 1 = vehicle-only enzyme, 0 = enzyme-free background. activation factor at 10 µM. 330,000 tested, 0.16% active;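 active = activation factor of the enzyme at least 2-fold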; note: the source names both 10 and 20 µM as test concentration; values of inactives mirror those of a sister screen read the other way
A3G deaminase: APOBEC3G DNA deaminase inhibitors, primary screen, biochemical, fluorescence, single-stranded DNA substrate, uHTS; DNA dC->dU-editing enzyme APOBEC-3G (Homo sapiens), Q9HC16; recombinant A3G, ssDNA deamination FAM/TAMRA fluorescence; inhibition, % at 20 µM; 330,000 tested, 0.28% active; AID 493012, 2011;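 active = inhibition of at least 40% at 20 µM, with no more than 30% in the related APOBEC3A deaminase screen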;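 note: plate controls were DMSO wells with A3G for no effect and wells lacking A3G enzyme for full effect; some compounds called inactive have numbers as strong as hits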
Target sequence (Q9HC16 whole entry, looked up): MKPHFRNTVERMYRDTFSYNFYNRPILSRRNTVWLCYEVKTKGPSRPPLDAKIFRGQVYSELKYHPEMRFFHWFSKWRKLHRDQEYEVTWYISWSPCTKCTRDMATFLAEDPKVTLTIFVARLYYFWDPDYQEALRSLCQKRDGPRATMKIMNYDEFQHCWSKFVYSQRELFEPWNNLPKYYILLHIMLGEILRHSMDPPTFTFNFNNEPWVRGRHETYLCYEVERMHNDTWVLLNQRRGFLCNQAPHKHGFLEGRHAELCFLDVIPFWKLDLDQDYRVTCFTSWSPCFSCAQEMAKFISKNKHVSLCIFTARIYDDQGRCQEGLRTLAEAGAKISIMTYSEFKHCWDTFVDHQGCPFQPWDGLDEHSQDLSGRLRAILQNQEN
hIAP block: human IAP inhibitors, primary screen, biochemical, luminescence, uHTS | Intestinal-type alkaline phosphatase (Homo sapiens), P09923 | purified IAP, CDP-Star luminescence, 30 min | inhibition, % at 10 µM | 330,000 tested, 0.12% active | AID 2544, 2010;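 active = inhibition reaching a set limit with compound at 10 µM in the primary screen, cut at about 35% in these data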;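 note: plate controls were DMSO wells with enzyme for no effect and no-enzyme buffer wells for full effect; values of inactives mirror those of a sister screen read the other way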
MPTP block: mitochondrial permeability transition pore inhibitors, primary screen, biochemical, isolated mouse mitochondria, absorbance; Ca2+ swelling absorbance, 30 min; AID 602449, 2012; 360,000 tested, 1.4% active; inhibition, % at 10 µM;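 active = inhibition of 50% or more, scaled per plate between neutral and stimulator controls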;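 note: 0% = DMSO wells given calcium and 100% = 1 mM EGTA wells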
mIAP activ: activators of mouse IAP, primary screen, biochemical, luminescence, uHTS; 330,000 tested, 0.24% active; AID 2805, 2010; muIAP, CDP-Star luminescence, 30 min; active compounds read high; 1 = vehicle-only enzyme signal, 0 = enzyme-free wells; intestinal alkaline phosphatase [Mus musculus]; activation factor at 10 µM;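 active = activation factor of at least 2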; note: the source names both 10 and 20 µM as test concentration; values of inactives mirror those of a sister screen read the other way
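Assay system: mouse IAP enzyme; reagent: chemiluminescent substrate CDP-Star; dosing: test compounds delivered from DMSO solution; schedule: 30 min at room temperature; measured by: luminescence from enzymatic CDP-Star hydrolysis; controls: DMSO-only wells and no-enzyme negative control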
mIAP block: inhibitors of mouse IAP, primary screen, biochemical, luminescence, uHTS; inhibition, % at 10 µM; purified mouse IAP, CDP-Star luminescence, 30 min; 330,000 tested, 0.2% active;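 active = inhibition of at least 40% at 10 µM in the primary screen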;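 note: plate controls were DMSO with enzyme for no effect and no enzyme wells for full effect; values of inactives mirror those of a sister screen read the other way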
* hit, by the source's call; x = not tested or not shown; & = joins results of further samples.

no.	mol	NR3A LBD binder	beta cell repl	APOBEC3A inh	hIAP activ	A3G deaminase	hIAP block	MPTP block	mIAP activ	mIAP block
1	COc1ccccc1N1CCN(CCCCOc2c(OC)cccc2OC)CC1	-2	-1	-5	1	-4	-4	1.7	1	0
2	CCOc1ccc2nc(N3CCCCCC3)sc2c1	2	-4	1	0.86	-6	14	-0.1	0.93	7
3	CCCCCN(C(=O)CCC(=O)OCC(=O)N(CC)c1ccccc1)c1c(N)n(CCCC)c(=O)[nH]c1=O	-3	-6	4	1.1	-6	-11	-0.7	0.94	6
4	COc1ccc(-c2nc3ccccn3c2NCc2ccc3c(c2)OCO3)cc1	1	-2	2	1.1	-1	-10	1.3	1.1	-6
5	COc1cc(OC)cc(-c2nnc(SCC(=O)Nc3ccc(C(=O)O)cc3)s2)c1	2	-2	-1	1.1	-4	-6	1.5	1	0
6	CC1(c2ccc([N+](=O)[O-])c(CS(=O)(=O)c3ccccc3)c2)OCCO1	-2	-2	3	1.1	-1	-5	-0.2	0.99	1
7	CCOc1ccc(S(=O)(=O)N(C)CC(=O)NC2CCCC2)cc1	0	-2	-8	0.99	-6	1	-0.5	0.95	5
8	COc1cc(O)c(C(CC(=O)N2CCN(c3ccccc3)CC2)c2ccc3c(c2)OCO3)c(OC)c1 (stereo unspecified)	-2	-5	-2	1.1	-7	-9	0.6	1	-1
9	Cc1c(N2C(=O)c3ccccc3C2=O)c(=O)n(-c2ccccc2)n1C	0	0	-2	0.94	-5	6	-3.1	1	0
10	COc1ccc(N(CC(=O)Nc2cccnc2)S(C)(=O)=O)cc1	2	0	-1	1.1	-6	-5	0.3	1	-3
11	O=S(=O)(c1ccc(SCc2ccccc2)nc1)N1CCCCCC1	0	-7	-2	0.89	-7	11	1.0	0.83	17
12	CCCCN(C(=O)c1ccccc1Br)C1CCS(=O)(=O)C1 (stereo unspecified)	3	6	0	0.96	-8	4	9.6	1	-3
13	CNC(=S)NCCN1CCOCC1	0	0	0	1	-2	-5	1.4	1	0
14	CN(C)c1ccc(SC#N)cc1	1	-1	-5	1.1	-5	-10	-1.5	1	-5
15	O=C1Nc2cc(C(=O)N3CCN(c4ccc(F)cc4)CC3)ccc2NC1CSCc1cccc(F)c1 (stereo unspecified)	-1	-8	-2	0.93	20	7	-1.5	0.95	5

Quoted from the listing:
Under mIAP block, cpd 11 has the entry 17
Under mIAP block, cpd 5 has the entry 0

Following part.
no.	mol	NR3A LBD binder	beta cell repl	APOBEC3A inh	hIAP activ	A3G deaminase	hIAP block	MPTP block	mIAP activ	mIAP block
16	COc1ccc2cc(C(C)C(=O)N3CCC(C(N)=O)CC3)ccc2c1 (stereo unspecified)	0	-2	-3	1.2	-6	-20	0.7	1.1	-11
17	CC(NC(=O)C1CCN(C(=O)c2ccc(F)cc2)CC1)c1ccc(S(N)(=O)=O)cc1 (stereo unspecified)	0	-3	-5	1.2	-4	-25	-2.3	0.94	6
18	O=c1ccc(-c2ccccc2)nn1Cc1ccc(F)cc1	0	-2	-3	0.95	-4	5	0.2	1	-3
19	CCN1CCN(C(=S)NCCOC)CC1	0	1	0	1	-3	-4	0.1	0.97	2
20	NC(=O)C1CCN(C(=O)C2CC(=O)N(c3ccc(F)cc3)C2)CC1 (stereo unspecified)	0	-1	-3	1.1	-13	-9	-1.4	0.99	1
21	CN(CC(=O)Nc1ccccc1Cl)C(=O)COC(=O)CNC(=O)c1ccc(Br)o1	0	3	4	0.94	-8	6	-2.4	0.93	7
22	COc1ccc(C(=O)N[C@H](C(=O)OCn2nnc3ccccc3c2=O)C(C)C)cc1	0	0	-1	0.89	-2	11	-3.4	0.91	9
23	Cc1ccc(S(=O)(=O)/N=C/c2ccco2)cc1	1	-1	3	1.1	-6	-11	2.5	0.99	1
24	O=C(NCC(c1ccc(F)cc1)N1CCOCC1)c1c(F)cccc1F (stereo unspecified)	0	-1	0	1	-6	-1	4.2	0.96	4
25	COc1ccc(C(CNC(=O)c2cc(F)c(F)c(F)c2F)N2CCOCC2)cc1 (stereo unspecified)	-2	-6	-6	1.2	-2	-17	-2.5	1.1	-10
26	C[C@H](CO)N1C[C@H](C)[C@@H](CN(C)C)Oc2c(NS(=O)(=O)c3cccs3)cccc2C1=O	-2	-2	-2	1.1	-8	-10	0.2	0.95	5
27	Nc1c(N2CCN(c3ccccc3)CC2)c2ccccc2oc1=O	3	-1	-4	1	-3	0	-0.9	0.97	2
28	CC(=O)Nc1ccc(NC(=O)c2ccccc2N(C)S(=O)(=O)c2ccc(C)cc2)cc1	2	4	-3	0.94	2	6	0.2	1	-4
29	Cc1ccc(S(=O)(=O)Nc2ccc(C(=O)NCc3cccnc3)cc2)cc1	1	1	-1	0.98	-6	2	0.5	0.93	7
30	COc1ccc(NC(=O)CSc2nc(NS(=O)(=O)c3ccccc3)cc(=O)[nH]2)cc1	2	1	4	1	0	-3	-0.1	0.93	7
31	CCC1CCc2c(sc(NC(=O)c3ccoc3C)c2C(N)=O)C1 (stereo unspecified)	0	-2	-1	1.1	-3	-9	-0.7	0.85	15
32	O=C(NCCCl)NNc1c(Cl)cc(Cl)cc1Cl	0	4	1	0.99	-6	1	-1.2	1	-1
33	Cc1cc(C)n(-c2nc(NCc3cccnc3)c3c4c(sc3n2)COC(C)(C)C4)n1	-3	-2	-3	0.87	-8	13	-1.1	1	-4
34	Cc1ccc(Cl)cc1NC(=O)NCc1ccccn1	-1	-2	0	1.1	-8	-10	-0.5	1.1	-14
35	CC(C#N)Sc1ccc(S(=O)(=O)N2CCCC2)cn1 (stereo unspecified)	-3	-3	0	0.99	-9	1	-1.1	1.1	-11
36	COC(=O)c1cc(Br)c(=O)n(Cc2ccco2)c1	0	2	4	0.98	-2	2	-2.5	0.98	2
37	C=CCSc1nc(N)c(C(=O)Nc2ccccc2OC)cc1C(=O)Nc1ccccc1	-4	0	-2	1.2	-5	-16	0.9	0.97	3
38	Cn1cc(CN(CCO)Cc2cccs2)c(-c2cccc(Cl)c2)n1	-1	-1	6	0.96	-2	4	1.5	1	0
39	CCOc1cc(/C=N/n2c(C)nc3sc(C)c(C)c3c2=O)ccc1O	-1	-2	-3	1.1	-8	-5	-0.5	0.99	1
40	CN(C)CCN(Cc1cccs1)c1ccccn1	-2	-1	-4	0.88	-1	12	1.8	1	-4
41	Cc1ccc(NC(=O)c2nnn(CC(=O)Nc3ccc4c(c3)OCO4)c2N)cc1C	-1	-2	-1	0.97	0	3	-1.7	0.96	4
42	Cc1ccc(C(=O)OCN2C(=O)c3ccccc3C2=O)cc1S(=O)(=O)N1CCOCC1	-1	-3	-2	0.84	-9	16	0.2	0.93	8
43	O=C(/C=C/c1ccc([N+](=O)[O-])cc1)/C=C/c1ccco1	x	-4	67	0.88	50	12	-0.3	0.78	22
44	CCC(C)(C)NC(=O)C(c1ccccc1F)N(Cc1ccco1)C(=O)Cn1nnc2ccccc21 (stereo unspecified)	0	0	1	1	5	-1	-5.6	1.1	-13
45	Nc1ccc(S(=O)(=O)Nc2cnc3ccccc3n2)cc1	-3&-1	-5&-2	-5&8	0.98&0.9	-2&1	2&10	0.0&-0.6	1&0.98	-3&2
46	O=C(NC1(O)C(=O)c2ccccc2C1=O)c1c(Cl)cccc1Cl	-2	-2	-5	0.81	-7	19	1.3	1.1	-6
47	CNC(=O)c1ccsc1NC(=O)C1CCCN1S(=O)(=O)c1cccs1 (stereo unspecified)	0	8	-5	1	-13	0	0.4	0.96	4
48	COCc1cc(C)nc(SCC[N+](C)(C)CC(=O)Nc2cccc(C(F)(F)F)c2)c1C#N	-3	1	-3	0.85	-11	15	10	0.92	8
49	O=C(Oc1ccc(Br)cc1)c1n[nH]c(=O)c2ccccc12	-2	-3	0	0.99	3	1	2.8	0.95	5
50	CCc1ccc(OCCCC(=O)NCc2ccco2)cc1	-1	-1	2	0.88	0	12	1.7	1.1	-9
51	CCOc1ccc(CCNC(=O)COC(=O)/C=C/c2ccco2)cc1OCC	3	0	5	1.2	0	-23	-1.2	0.98	2
52	Cc1ccc(-n2nc3ccc(N)cc3n2)cc1C	-2	-5	-1	1.2	-2	-20	1.3	1	-1
53	Cc1ccc(S(=O)(=O)NCc2ccncc2)cc1C(=O)NCC(C)C	1	3	-4	0.97	-4	2	-1.2	0.9	10
54	Cc1ccc(S(=O)(=O)c2nnn3c2nc(Nc2cccc(C)c2)c2ccccc23)cc1	9	-1	-2	0.95	-4	5	65*	0.84	16
55	CCn1c(=O)c(C(C)=O)c(O)c2ccccc21	0	1	4	1.1	0	-6	-1.5	1	-4
56	CCC(C)[C@H](NC(=O)N1CC(=O)Nc2ccccc21)C(=O)N[C@H](C(=O)O)c1ccccc1 (stereo partly specified)	-1	-2	-3	0.94	-5	6	-0.9	1	0
57	COc1ccccc1-n1c2c(cc(C(=O)N3CCC(C)CC3)c1=O)C(=O)CC(C)(C)C2	-2	-3	-2	1.1	-8	-11	-0.7	0.99	0
58	COc1ccc(C(=O)Nc2nnc(S(=O)(=O)Cc3ccc(F)cc3)s2)cc1	-3	-2	-5	0.97	-6	3	1.0	0.91	9
59	Fc1ccc2cnc(-c3ccccc3)c(-c3cc(C(F)(F)F)cc(C(F)(F)F)c3)c2c1	-12	-6	23	0.98	5	2	0.1	0.77	23
60	COC(=O)c1cc(Br)ccc1NC(=O)Nc1ccccc1	-13	0	0	1	-4	-4	0.3	0.95	5
61	CNC(=S)Nc1ccc(Cc2ccncc2)cc1	-1	-1	-3	1.1	-8	-6	2.3	1.1	-6
62	CC(C)C1=CC2=CCC3C(C)(C(=O)O)CCCC3(C)C2CC1 (stereo unspecified) (tested in a mixture with another compound)	x	-5	-4	1.1	-2	-10	x	0.99	1
63	CCC(=O)N1CCc2cc(S(=O)(=O)CCC(=O)NCc3ccc4c(c3)OCO4)ccc21	3	1	-1	1.3	-1	-26	-1.2	0.99	1
64	C[C@H](NC(N)=O)C(=O)Nc1ccc(OCc2ccccc2)cc1	-10	0	0	0.83	-6	17	-2.7	0.97	2
65	CC(C)NC(=O)CCCOc1ccc(Cl)cc1Cl	-1	-1	-4	0.85	-8	15	-0.3	1.1	-7
66	CCCCn1c(SCc2nc(N)nc(Nc3ccccc3C)n2)nc2ccccc2c1=O	-12	-4	-2	0.95	1	5	-0.5	1	-2
67	Cc1ccc2sc(NC(=O)CN3C(=O)c4ccccc4C3=O)nc2c1C	1	-1	-3	0.78	-9	22	1.2	0.95	4

Some entries already given, showing only beta cell repl:
entry | smiles | beta cell repl
65 | CC(C)NC(=O)CCCOc1ccc(Cl)cc1Cl | -1
67 | Cc1ccc2sc(NC(=O)CN3C(=O)c4ccccc4C3=O)nc2c1C | -1

Screening results from PubChem BioAssay.
